# HBB splicing: hemoglobin beta splicing modulation. Potency, µM (titrated, usually from 46.1 µM), for the others: top-dose activation, actives largely listed as activators. HBB splicing reporter cell assay, activation; EGFP reporter with mutant IVS2-654 intron; response scale: normalised to 500 nM splice-correcting PNA. 65,000 tested, 0.06% active. AID 925; also: potency is read from the fitted curve at half-maximal effect; 0% is about no effect
#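 HeLa cells stably expressing EGFP interrupted by mutant beta-globin intron 2 (IVS2-654), 500/well in 2% FCS. Treated with compound for 2 days at 37C. Splicing correction scored as total well GFP intensity (488 nm excitation, 500-520 nm emission); 500 nM antisense PNA served as control.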
# ERK AVP inh: blocks ERK signaling stimulated by vasopressin; 72,000 tested, 0.99% active; HEK293-V1b, vasopressin-stimulated pERK AlphaScreen; AID 995; Potency, µM (series often up to 57.5 µM), inactives show at the top dose activity, negative = inhibition, actives largely listed as inhibitors; also: potency is read from the fitted curve at half-maximal effect; % is scaled to controls: 0 for no effect and ±100 for the full control effect; nearly all actives have a fitted effect of over 55% in size
#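 Phosphorylated ERK1/2 detected via AlphaScreen bead proximity in lysates of V1b-expressing HEK293 cells given 25 nM vasopressin for 5 min after 30 min compound exposure (37 °C). AC50 from Hill equation; basal DMSO 0%, vasopressin 100%.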
# DNA Pol III inh: inhibitors of bacterial DNA polymerase III holoenzyme | reconstituted DNA polymerase III holoenzyme replication, biochemical | Potency, µM (series often up to 57.1 µM), without a hit: at the highest dose activity change, negative = inhibition | 71,000 tested, 0.25% active; also: potency is read from the fitted curve at half-maximal effect; % is scaled to controls: 0 for no effect and ±100 for the full control effect
#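 Reconstituted *E. coli* holoenzyme (0.35 nM Pol III, 1 nM beta, 154 nM SSB, 2 nM primase) was preincubated with compound for 15 min at RT. Synthesis on 1.4 nM ssM13Gori ran 35 min, then was stopped with PicoGreen/EDTA and read as dsDNA fluorescence.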
# Hsp90 Hop PPI: changes Hsp90-Hop TPR2A binding signal, up or down; AlphaScreen TPR2A-His6 binding biotin-Hsp90 C-terminal peptide; Potency, µM (series often up to 57 µM), without a hit: at the top dose activity change, negative = inhibition; 71,000 tested, 0.44% active; active = well fitted curve in either direction with a large enough effect; inconclusive = small, poorly fitted or top-dose-only effect, or another doubt; also: potency is read from the fitted curve at half-maximal effect; % is scaled to controls: 0 for no effect and ±100 for the full control effect; many of its hits are not listed in these tables
# Tau fil binding: tau filament binding. P10636. recombinant tau filaments, thioflavin S fluorescence, 15 h; filaments grown with octadecylsulfate alongside compound. Potency, µM (highest dose often 57.1 µM), for the others: top-dose activity change, negative = inhibition. 71,000 tested, 2% active. AID 596;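 also: potency is read from the fitted curve at half-maximal effect; % is scaled to controls: 0 for no effect and ±100 for the full control effect; actives lower thioflavin S fluorescence by blocking filaments or displacing dye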
#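 Quantitative HTS: thioflavine S signal from ODS-induced tau filaments, excited at 450 nm, emission 510 nm. Conditions: 1 uM tau, 30 uM ODS, 15 h at 37 C, pH 7.4.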
# ALOX15 inhib: inhibitors of human 15-lipoxygenase (ALOX15); P16050; purified 15hLO-1, xylenol orange hydroperoxide absorbance; Potency, µM (highest dose often 57.1 µM), inactives show at the top dose activity change, negative = inhibition, most hits filed as inhibitors; 74,000 tested, 1.4% active; AID 887; also: potency is read from the fitted curve at half-maximal effect; % is scaled to controls: 0 for no effect and ±100 for the full control effect; nearly all actives have a fitted effect of over 55% in size
#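 Quantitative HTS in 25 mM Hepes pH 7.5 containing 0.01% Triton X-100: human 15hLO-1 at 40 nM, arachidonic acid at 50 uM, 6 min turnover. Product quantified via ferrous oxidation/xylenol orange, 573:405 nm absorbance ratio.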
# FLuc inh: inhibitors of firefly luciferase; P08659; purified firefly luciferase, luminescence, 8 min; Potency, µM (highest dose often 57.1 µM), without a hit: at the top dose activity change, negative = inhibition, actives largely listed as inhibitors; 72,000 tested, 2.2% active; AID 411; also: potency is read from the fitted curve at half-maximal effect; % is scaled to controls: 0 for no effect and ±100 for the full control effect; nearly all actives have a fitted effect of over 40% in size
# Target sequence (P08659 whole entry, looked up): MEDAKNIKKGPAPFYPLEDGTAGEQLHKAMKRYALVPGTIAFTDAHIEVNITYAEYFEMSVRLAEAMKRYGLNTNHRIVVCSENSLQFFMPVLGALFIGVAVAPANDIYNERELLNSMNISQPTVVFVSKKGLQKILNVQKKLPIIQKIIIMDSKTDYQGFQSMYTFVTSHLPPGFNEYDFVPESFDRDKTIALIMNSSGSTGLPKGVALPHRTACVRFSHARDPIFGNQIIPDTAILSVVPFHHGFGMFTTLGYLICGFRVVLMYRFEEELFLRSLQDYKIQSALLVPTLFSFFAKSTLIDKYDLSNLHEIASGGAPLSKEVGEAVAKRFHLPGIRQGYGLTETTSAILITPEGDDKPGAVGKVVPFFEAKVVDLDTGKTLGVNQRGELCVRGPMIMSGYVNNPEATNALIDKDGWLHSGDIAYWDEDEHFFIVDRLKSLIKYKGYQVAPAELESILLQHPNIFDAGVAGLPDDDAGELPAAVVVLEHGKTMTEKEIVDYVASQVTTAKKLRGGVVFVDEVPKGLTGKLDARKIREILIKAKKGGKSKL
#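 Compounds were tested as concentration series (qHTS) against purified P. pyralis luciferase with luciferin and 10 uM ATP in 50 mM imidazole pH 7.2, 50 mM KCl, 7 mM MgCl2, 0.01% Tween 20, 0.05% BSA. Luminescence was read after 8 min at ambient temperature.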
# Rhodamine fluor: compound fluoresces in the rhodamine spectral region; Rhodamine-region fluorescence, 547/598 nm, Tris buffer; hits give high values; max dye-equivalent concentration, M; 59,000 tested, 0.05% active; AID 594; in the data active = max dye-equivalent concentration above about 11 nM; inconclusive = between about 1.1 nM and that limit
#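 Intrinsic compound fluorescence, ex 547 / em 598 nm, CCD imager. Tris 100 mM pH 8.0; 15 min RT. Output = rhodamine dye-equivalent concentration at each compound concentration.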
# Texas Red fluor: compound fluoresces in the Texas Red spectral region | Compound fluorescence, Texas Red channel, 547/618 nm; hits give high values | max dye-equivalent concentration, M | 59,000 tested, 0.06% active; in the data active = max dye-equivalent concentration above about 10 nM; inconclusive = between about 1.1 nM and that limit
#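 Texas Red-region profiling: compounds in 100 mM Tris pH 8.0 were read at 547/618 nm after 15 min at room temperature. Intensities were normalized against a six-point Texas Red standard series to give dye-equivalent concentration.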
# CRE-bla Fsk: modulators of forskolin-stimulated CRE signaling in CHO cells; CHO CRE-bla reporter (cAMP response element driving beta-lactamase), forskolin EC10, beta-lactamase ratio; Potency, µM (series often up to 38.2 µM), inactives show at the highest dose activity change, negative = inhibition, actives largely listed as activators; 71,000 tested, 2.5% active; active = well fitted activation curve with a large enough effect in the signal ratio, with a control signal flat, not every such curve was filed as active; inconclusive = small, poorly fitted or top-dose-only effect, or effect the other way, or a change in a side signal; the % refers to the signal ratio; also: potency is read from the fitted curve at half-maximal effect; % of control where 0% means no effect
#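 AC50 values, positive or negative, reflect shifts in EC10 NKH 477-induced CRE-bla reporter activity in CHO cells. Incubation lasted 3 h at 37 °C before CCF4 substrate (2 h, room temperature) and ratiometric 460/530 nm reading.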
# HADH2 inh: HADH2 (human) dehydrogenase inhibition; Q99714; recombinant HADH2, NADH fluorescence, beta-hydroxybutyryl-CoA; Potency, µM (titrated, usually from 57.1 µM), for the others: at the highest dose activity change, negative = inhibition, actives largely listed as inhibitors; 73,000 tested, 3.4% active; also: potency is read from the fitted curve at half-maximal effect; % is scaled to controls: 0 for no effect and ±100 for the full control effect; nearly all actives have a fitted effect of over 60% in size; many of its hits are not listed in these tables
# Target sequence (Q99714 whole entry, looked up, one chain of several): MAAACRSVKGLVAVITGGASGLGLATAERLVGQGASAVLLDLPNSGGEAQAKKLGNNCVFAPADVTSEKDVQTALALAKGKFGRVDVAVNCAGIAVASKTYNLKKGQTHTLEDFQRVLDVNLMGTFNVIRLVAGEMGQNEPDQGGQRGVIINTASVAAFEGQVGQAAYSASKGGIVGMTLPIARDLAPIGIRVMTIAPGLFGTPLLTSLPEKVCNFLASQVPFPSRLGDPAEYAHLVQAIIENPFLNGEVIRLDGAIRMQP
#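 20 nM HADH2 + cpd, 15 min RT; add 1 mM NAD+/90 uM beta-hydroxybutyryl-CoA; kinetic fluorescence 360/450 nm, 4 min. Tris-HCl pH 9.0, 0.01% Tween-20.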
# Numbers without * were called inactive; i = inactive; ? = inconclusive; nt = no result given; [ ] = another dose, or the depositor's remark. Unless noted, calls follow the shape of the dose curve; as a rule, active = well fitted curve in the direction sought with a large enough effect; inconclusive = small, poorly fitted or top-dose-only effect, or another doubt; inactive = no such curve, though single readings can be large; an effect the other way counts as inactive or inconclusive. A portion of the library; count on the stated rates, not on these rows.
SMILES,HBB splicing,ERK AVP inh,DNA Pol III inh,Hsp90 Hop PPI,Tau fil binding,ALOX15 inhib,FLuc inh,Rhodamine fluor,Texas Red fluor,CRE-bla Fsk,HADH2 inh
CCOC(=O)c1cc2c(=O)n3ccccc3nc2n(CC(C)C)c1=NC(=O)c1ccco1,2.9%,18%,0%,-5%,?,-4%,-2%,i,i,?,11%
CCCC(=O)Nc1nc2ccc(OC)cc2s1,-0.9%,nt,-1%,4%,-8%,3%,13µM*,nt,nt,13%,-17%
O=C(Nc1cc(Cl)ccc1O)C1CCCO1 (stereo not given),0.2%,-19%,-6%,-2%,-2%,10%,-2%,i,i,4%,-5%
CC1CCc2cc(F)ccc2N1C(=O)CSc1nnc(-c2cccs2)n1C (stereo not given),-0.9%,9%,-9%,-8%,-4%,2%,4%,i,i,-3%,6%
CCc1nc(N2CCCC2C(=O)O)c2oc3ccccc3c2n1 (stereo not given),1.1%[57.5 µM],-18%,-2%,-4%,-9%,8%,2%,i,i,?,-7%
CCN1CCN(C(=O)c2oc(=O)c3ccccc3c2-c2ccc(C)cc2)CC1,0.6%,-20%,2%,-4%,-4%,6%,2%,nt,nt,-6%,-5%
O=C(CSc1nnc(-c2cccnc2)n1Cc1ccco1)NCc1ccc2c(c1)OCO2,1.6%,-6%,0%,-1%,-7%,-13%,-1%,i,i,4%,14%
CC1(C)Cc2cccc(OCC(=O)N3CCN(S(=O)(=O)c4ccc(F)cc4)CC3)c2O1,-1.8%,-4%,-3%,-5%,-9%,-2%,7%,i,i,?,13%
c1ccc(-n2ncc3c(NCc4ccccn4)ncnc32)cc1,1.8%,-6%,6%,-3%,4%,1%,-7%,i,i,?,-7%
CCN(CC)c1ccc(-c2c(C#N)c(N)nc(OC)c2C#N)cc1,0.1%[9.22 µM],4%,4%,16%,294%,1%,-1%,nt,nt,?,32µM*
Cc1ccc(NC(=O)C2C(=O)N(CCO)C3(C)CC2c2ccccc2O3)cc1 (stereo not given),-4.9%,2%,-6%,6%,4%,-2%,1%,i,?,?,-1%
COc1ccccc1NC(=O)N(Cc1ccco1)Cc1cc2cccc(C)c2[nH]c1=O,-0.8%,4%,1%,-6%,3%,-24%,-9%,i,i,24%,-5%
Nc1nnc(SCCOc2ccc(Br)cc2)s1,-5.9%[57.5 µM],?,4%,-3%,7%,-16%,-1%,i,i,-8%,-3%
CC(=O)OC[C@@H]1O[C@H](C/C=N\O[C@@H](C)CN2CCCCc3nc(C)c(C)cc32)C=C[C@@H]1OC(C)=O,0.0%[9.22 µM],7%[11.5 µM],nt,nt,nt,-9%[11.4 µM],0%[11.4 µM],nt,nt,nt,16%[11.4 µM]
CCCC(=O)Nc1ccc(C(=O)N2CCCC2)cc1,-1.4%,14%,-8%,?,-3%,11%,-1%,i,i,0%,2%
CCc1cc2c(nc1CC)CCN(CC/C(C)=N/OC[C@H]1O[C@H](c3ccccc3)C=C[C@@H]1Oc1ccc(OC)cc1)C2,2.1%[9.22 µM],1%[11.5 µM],nt,nt,nt,-2%[11.4 µM],0%[11.4 µM],nt,nt,nt,-1%[11.4 µM]
O=c1c(-c2ccccc2)nc2cnc(Oc3cccc(Cl)c3)nc2n1C1CC1,0.6%,-8%,-4%,-3%,-2%,-5%,0%[11.4 µM],i,i,?,-15%
CCCCOC(=O)Nc1ccc(N2CCOCC2)cc1,-0.4%[9.22 µM],-21%,-2%,-11%,?,0%,-16%,nt,nt,1%,0%
COc1cc(NC(=O)CCN2CCN(Cc3ccccc3)CC2)cc(OC)c1,-0.3%,-1%,-3%,-3%,-15%,-10%,3%,nt,nt,-9%,1%
CN(C)c1ccc(NC(=O)c2ccncc2)c2ccccc12,nt,-13%,-4%,-4%,-11%,-1%,2%,i,i,-5%,-14%
c1cc2c(cc1-c1cnc3n1CCC3)OCCO2,-0.6%[57.5 µM],16µM*,?,-6%,-1%,25%,-11%,i,?,?,0%
Cc1cccnc1NC(=O)Nc1cccc(C(F)(F)F)c1,0.1%,-4%,-9%,1%,10%,2%,2%,i,i,-3%,14%
O=C(COc1ccc(Cl)cc1)Nc1ccccc1N1CCOCC1,-0.2%[57.5 µM],1%,2%,0%,42%,-7%,2%,i,i,5%,9%
COc1ccc(N2C(=O)C3CCCN3C2c2ccccc2F)cc1 (stereo not given),-0.4%,2%,-5%,0%,-6%,2%,0%,nt,nt,-1%,-1%
Cc1nnc(SCC(=O)Nc2cccc(C(F)(F)F)c2)n1Cc1ccco1,-2.5%,25%,-4%,-4%,0%,-9%,-33%,i,i,1%,4%
Cc1nc2c(-c3ccc(F)cc3)c(C)nn2c(N2CCOCC2)c1C,-0.3%[57.5 µM],10%,-2%,?,2%,-9%,5%,i,?,14%,0%
CN1CCCC2(CCN(C(=O)c3cc(C(F)(F)F)cc(C(F)(F)F)c3)CC2)C1,1.2%,-6%,4%,3%,-5%,0%,1%[11.4 µM],i,i,-11%,3%
CC(C)OC(=O)C1C(=O)CC(C)(O)C(C(=O)OC(C)C)C1c1cccnc1 (stereo not given),nt,19%,-4%,1%,-17%,12%,0%,i,i,0%,-8%
CCCN(Cc1cc2cc(OC)ccc2[nH]c1=O)C(=O)c1ccncc1,1.4%[0.369 µM],-23%,-2%,-3%,-2%,-21%,2%,i,i,21%,-17%
Cc1cc(Cl)cc(Cl)c1OCC(=O)NCc1ccco1,-1.5%[0.0738 µM],4%,-5%[11.4 µM],-4%[11 µM],4%[11.4 µM],?,1%,nt,nt,?,-11%[11.4 µM]
CCOc1ccc(N(CC(=O)N2CCCC2)S(=O)(=O)c2c(C)noc2C)cc1,-0.8%,1%,-1%,-4%[2.3 µM],-15%,-3%,1%,nt,nt,-6%,6%
Cc1nc(N2CCCCC2)c2sc(=S)n(C)c2n1,-0.3%,-19%,0%,-1%,11%,-4%,0%,nt,nt,?,-1%
O=C(c1cccnc1NCc1ccccc1)N1CCOCC1,-2.9%,3%,4%,-6%,-16%,6%,-1%,i,?,2%,6%
O=C(C1CCCN(S(=O)(=O)c2cnc[nH]2)C1)N1CCN(c2ccc(Cl)cc2)CC1 (stereo not given),-0.7%,-19%,3%,-2%,6%,3%,0%,nt,nt,-7%,-1%
COc1cccc(N2CCN(C(=O)C3C4C=CC5(CN(Cc6ccccc6Cl)C(=O)C35)O4)CC2)c1 (stereo not given),5.2%,10%,-3%,-6%,21%,2%,1%,i,i,?,6%
CCOC(=O)c1cc(-c2ccccc2)sc1NC(=O)C(C)Sc1nnnn1C (stereo not given),-2.2%,-30%,-1%,0%,15%,-9%,2%,i,i,?,9%
Cc1c(N=C/C=C2\N(C)c3ccccc3C2(C)C)c(=O)n(-c2ccccc2)n1C,-0.1%[57.5 µM],-36%,-5%,-1%,1µM*,-21%,0%,i,i,-4%,4%
O=C(C1CSC2(c3ccc(F)cc3)CCC(=O)N12)N1CCCCCC1 (stereo not given),-3.6%,-21%,-6%,-5%,1%,-1%,0%,i,?,0%,3%
CCOC(=O)N1CCN(C(=O)c2ccc(CS(=O)(=O)c3ccc(OC)cc3)o2)CC1,-0.1%,-3%,-5%,-1%[2.3 µM],14%,4%,1%,nt,nt,-3%,1%
CC(=O)NCCNc1nc(-c2ccc(N(C)C)cc2)nc2ccccc12,?,-24%,-8%,1%,i,?,-10%[2.29 µM],i,i,?,0%
O=C1C(c2[nH]c3ccccc3c2O)=Nc2ccccc21,0.7%,4%,4µM*,-10%,-20%,-17%,nt,nt,nt,-11%,14%
CCCCCCCCN,0.7%,11%,8%,?,3%,4%,nt,nt,nt,-10%,5%
O=c1c(-c2cccs2)nc2cnc(Nc3ccccc3)nc2n1C[C@H]1CCCO1,?,13%,0%,7%,432%,-30%,1%[11.4 µM],i,i,?,8%
N#CC1=C(SCc2ccccc2)NC(=O)C(C#N)C12CCCC2 (stereo not given),-0.2%[57.5 µM],-20%,-4%,-1%,-2%,7%,-3%,i,i,-3%,-5%

# Screening data: PubChem BioAssay, National Center for Advancing Translational Sciences (NCATS)
